# Screens deposited in PubChem by several laboratories.
# UTI89 phage lysis: inhibition of K1F phage lysis, E. coli UTI89, bacterial capsule biogenesis inhibitors, alamar blue (AID 488966); E. coli UTI89 K1F phage lysis, alamar blue, 2 h; higher % means a stronger effect; one-dose inhibition, % at 100 µM; IC50 in µM for titrated hits; hit rate 0.02% among 340,000;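 active means phage lysis inhibition, versus mean bacterial control, above a set limit; inconclusive means no clear call, values can overlap the other calls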;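 further: capsule biogenesis inhibitors block K1F phage lysis so surviving cells raise fluorescence; higher fluorescence means more inhibition of phage lysis; actives were called in the ten point dose series up to 300 µM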
# SV40 large T antigen: SV40 large T antigen inhibitors, biochemical (AID 1903) | SV40 large T antigen ATPase/helicase inhibition assay; higher % means a stronger effect | hit rate 0.39% among 310,000 | one-dose inhibition, % at 20 µM; IC50 in µM for titrated hits; in the data active means a potency from the dose series; inconclusive means inhibition mostly from about 32% at the one dose, without a potency; inactive means the rest, 99 in 100 with inhibition below about 32%; further: strong numbers were not always called active
# WT yeast gro inh: growth inhibition of WT strain, primary screen, mitochondrial fusion inhibitor project, WT and mutant strains, chemical genetic | mitochondrial fusion phenotypic screen | inhibition, % at 10 µM | hit rate 2.1% among 190,000; in the data active means inhibition above about 58%; tested in S. cerevisiae
# XIAP antagonists: XIAP antagonists, biochemical, IAP family, fluorescence polarization (AID 1018); XIAP BIR domain, fluorescence polarization peptide displacement; higher % means a stronger effect; displacement, % at 20 µM; hits with a dose series show IC50 in µM; hit rate 0.007% among 200,000; E3 ubiquitin-protein ligase XIAP (Homo sapiens); in the data active means displacement above about 50%; further: a part of the inactive calls stands beside numbers as strong as those of hits
# Dengue-2 NS5 capping: Dengue-2 NS5 methyltransferase inhibitors, primary screen, biochemical, confirmation dose response (AID 588689) | Dengue-2 NS5 methyltransferase capping enzyme assay, biochemical; higher % means a stronger effect | Genome polyprotein (Dengue virus type 2 (strain 16681-PDK53)) | hit rate 0.3% among 340,000 | one-dose inhibition, % at 25 µM; IC50 in µM for titrated hits; in the data active means a potency from the dose series; inconclusive means inhibition above about 29% without an active follow-up result
# Yfh1-off respiration: enhancers of respiration in Yfh1-depleted yeast, dose response, Friedreich's ataxia, plus single-dose screen (AID 1465); S. cerevisiae Yfh1-off respiration, WST-1 reduction, 72 h; higher fold induction means a stronger effect; fold induction at 50 µM, or EC50 in µM where a hit was titrated; hit rate 0.074% among 220,000;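 active means fold induction of absorbance versus untreated yeast above a set limit, then at least 30% activation at any dose in follow-up; inconclusive means repeats straddling the limit, or above it without dose testing; inactive means fold induction below the set limit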;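 further: activators that raise dye reduction in frataxin-depleted yeast; strong numbers were not always called active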
# West Nile antiviral: West Nile virus antiviral activity, cell-based, CPE readout (AID 1621). CPE inhibition, % at 10 µM, or IC50 in µM where a hit was titrated. West Nile virus-infected cells, CPE inhibition; higher % means a stronger effect. hit rate 0.02% among 290,000; in the data active means a potency from the dose series; inconclusive means CPE inhibition mostly from about 3.7% at the one dose, without a potency; inactive means the rest, 99 in 100 with CPE inhibition below about 2.2%; further: strong numbers were not always called active
# ER stress rescue: rescue of cells from ER stress-induced death, primary screen, 384-well, CSM14.1, thapsigargin, ATP luminescence (AID 1222); 190,000 tested, under 10 active; CSM14.1 thapsigargin-induced death rescue, ATP luminescence; higher % means a stronger effect; cellular ATP content (survival), % at 20 µM, or EC50 in µM where a hit was titrated;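 active means EC50 below 50 µM in the dose-response confirmation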;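 further: death triggered by thapsigargin at about 15 µM added after 2 h compound pretreatment; cell ATP read after overnight thapsigargin exposure of roughly 18 to 22 hours; normalized against plate controls of thapsigargin alone and 5% DMSO vehicle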
# RSV antiviral HEp-2: RSV antiviral activity via CPE protection, HEp-2 cells, primary 10 µM value included (AID 2391). HEp-2 cells, RSV-induced CPE inhibition; higher % means a stronger effect. hit rate 0.13% among 310,000. one-dose CPE inhibition, % at 10 µM; IC50 in µM for titrated hits; in the data active means a potency from the dose series; inconclusive means CPE inhibition mostly from about 23% at the one dose, without a potency; inactive means the rest, 99 in 100 with CPE inhibition below about 21%; further: strong numbers were not always called active
# WT yeast gro inh mutant strain: further read-out of WT yeast gro inh, marked with its call; inhibition, %; mitochondrial fusion phenotypic screen, mutant strain inhibition
# Dengue-2 NS5 capping pilot replicate: second read-out of Dengue-2 NS5 capping, no call of its own (marks repeat the call); inhibition, %; measured here: pilot screen replicate inhibition
# Starred values were filed as active, the others as inactive; i = inactive; u = inconclusive; x = no result given; [ ] = another dose, or the depositor's remark.
SMILES,UTI89 phage lysis,SV40 large T antigen,WT yeast gro inh,WT yeast gro inh mutant strain,XIAP antagonists,Dengue-2 NS5 capping,Yfh1-off respiration,West Nile antiviral,ER stress rescue,RSV antiviral HEp-2,others
O=C(NC1CC2CCC1C2)C1CCN(S(=O)(=O)c2ccc(-c3nn[nH]n3)cc2)CC1 (stereo unspecified),-0.2%,9%,23,24,2.4%,4%,i,0.2%,-0.9%,2.7%,
Cc1cnc([N+](=O)[O-])n1CCOC(=O)NC(=O)c1ccc(F)cc1,-7.3%,6%,5,18,-5.4%,-11%,i,0.6%,-0.7%,1.6%,
O=C(CN(C1CCCCC1)S(=O)(=O)c1ccccc1)NCc1ccco1,0.2%,11%,19,-4,-7.3%,5%,i,1.6%,1.8%,1.5%,
O=C(CSc1nc(C2CCCCC2)nc2ccccc12)NCc1ccc2c(c1)OCO2,-0.3%,1%,-21,-14,-4.4%,1%,i,-1.8%,-2.0%,2.9%,
O=C(c1ccccc1)c1ccc(OCCCCN2CCCCC2)cc1,5.4%,3%,5,1,-22%,-6%,i,0.6%,-1.8%,-0.2%,
CCN1CCCc2cc(CN(CCN3CCOCC3)C(=S)Nc3cc(F)cc(F)c3)ccc21,0.0%,14%,9,14,3.7%,-4%,i,-1.3%,2.8%,0.8%,
COc1cc(C2CC(=O)Nc3cc(C)c(C)cc32)cc(OC)c1OC (stereo unspecified),2.9%,4%,-4,-11,-5.4%,4%,i,-0.6%,-0.5%,-0.7%,
Nc1nn(-c2ccccc2)c(N)c1N=Nc1ccccc1F,1.4%[50 µM],29%,24,-11,-5.4%,-11%,i,-0.4%,-8.3%,0.1%,
CCOC(=O)/C=C1\SCC(=O)N1CC(=O)c1ccc[nH]1,0.1%,27%,9,10,-3.8%,-14%,i,-1.0%,-0.1%,2.1%,Dengue-2 NS5 capping pilot replicate=-5.5
COc1ccc(C)cc1NC(=O)CCc1c(C)nn(-c2ccc(N3CCCCC3)nn2)c1C,-0.2%,8%,x,x,x,-8%,x,0.5%,x,2.4%,
O=C(c1ccccc1NS(=O)(=O)c1ccc(F)cc1)N1CCCC1,2.2%,5%,10,16,-2.9%,-2%,i,0.2%,-0.4%,0.8%,
Cc1ccc(C)c(NC(=S)N(C)CCc2ccccn2)c1,1.9%,11%,-3,-1,-2.3%,4%,i,0.4%,-1.2%,0.9%,
Cc1ccc(C)c(NC(=O)CSc2ccc(-c3ccco3)nn2)c1,1.3%[50 µM],4%,-11,1,-7.5%,-5%,i,-0.4%,-0.3%,1.6%,
CCn1cc([N+](=O)[O-])c(C(=O)N2N=C(c3ccc4ccccc4c3)CC2c2cc(Br)ccc2O)n1 (stereo unspecified),1.9%,19%,3,-2,-2.9%,-3%,i,u,-3.7%,-1.7%,
CC1(OC(=O)C2CCCC2)C(=O)C=C2C=C(c3ccsc3)N(Cc3ccccc3)C=C2C1=O (stereo unspecified),0.7%,18%,x,x,x,1%,i,-1.1%,x,0.2%,
CN1CCN(S(=O)(=O)c2ccc(NC(=O)c3ccc(Br)s3)cc2)CC1,2.3%,2%,24,16,-2.5%,5%,i,0.6%,-1.4%,-0.1%,
CCN(CC)CCOC(=O)c1ccc(Cl)cc1,-0.4%,-1%,0,3,-8.6%,8%,i,-0.1%,1.9%,1.0%,
COc1ccc(CNC(=O)C(C)N(Cc2ccco2)C(=O)c2snc(C(N)=O)c2N)cc1 (stereo unspecified),3.3%,3%,-3,0,-9.6%,8%,i,-0.7%,-0.1%,2.1%,
Cc1ccc(C(=O)Nc2cccc(C(=O)N/N=C/c3ccc(O)cc3)c2)cc1,0.4%,20%,x,x,x,-8%,x,0.4%,x,3.7%,
CCCOc1ccc(-c2nc(C#N)c(N3CCN(C)CC3)o2)cc1,-0.4%,14%,18,27,11%,2%,i,-0.3%,1.8%,-1.4%,
CS(=O)(=O)N(CC(=O)NC1CC1)c1cccc(F)c1,3.0%,13%,-7,9,-2.6%,x,i,0.1%,x,1.1%,
CC1Sc2ccc(S(=O)(=O)N3CCC(C(=O)NCc4ccco4)CC3)cc2NC1=O (stereo unspecified),2.0%,7%,x,x,x,-5%,x,-0.1%,x,u,
Cc1ccc(-n2nnnc2SCC(=O)NC2CC2)cc1C,1.9%[50 µM],4%,x,x,x,0%,x,-0.2%,x,1.1%,
Cn1c2ccc(F)cc2c2nc3ccccc3nc21,-1.7%,3%,x,x,x,12%,x,1.5%,x,5.8%,

# Among those listed so far, these have an NH in an aromatic ring:
SMILES,UTI89 phage lysis,SV40 large T antigen,WT yeast gro inh,WT yeast gro inh mutant strain,XIAP antagonists,Dengue-2 NS5 capping,Yfh1-off respiration,West Nile antiviral,ER stress rescue,RSV antiviral HEp-2,others
O=C(NC1CC2CCC1C2)C1CCN(S(=O)(=O)c2ccc(-c3nn[nH]n3)cc2)CC1 (stereo unspecified),-0.2%,9%,23,24,2.4%,4%,i,0.2%,-0.9%,2.7%,
CCOC(=O)/C=C1\SCC(=O)N1CC(=O)c1ccc[nH]1,0.1%,27%,9,10,-3.8%,-14%,i,-1.0%,-0.1%,2.1%,Dengue-2 NS5 capping pilot replicate=-5.5

# Carrying on.
SMILES,UTI89 phage lysis,SV40 large T antigen,WT yeast gro inh,WT yeast gro inh mutant strain,XIAP antagonists,Dengue-2 NS5 capping,Yfh1-off respiration,West Nile antiviral,ER stress rescue,RSV antiviral HEp-2,others
Cc1cc(=O)oc2cc(OC(=O)c3ccccc3)ccc12,-0.5%,-2%,-7,-18,-3.8%,-6%,i,-0.6%,-1.3%,2.3%,
COc1ccc(CNC(=O)CSc2nn3c(=O)c(C(C)(C)C)nnc3s2)cc1OC,1.9%,4%,-5,10,-5.7%,-15%,i,-0.4%,0.6%,3.3%,
CSc1n[nH]c(=O)n1-c1cccc(Cl)c1,0.2%,5%,x,x,x,-8%,i,0.0%,x,3.5%,
O=C(Nc1ccc(Cl)cc1)N1CCc2[nH]c3ccccc3c2C1,-0.1%,-8%,-6,-11,0.3%,-1%,i,0.3%,-1.5%,61%,
COc1ccc(C(=O)NC(=S)N(Cc2ccccc2)Cc2ccccc2)cc1,0.9%,0%,71,75,-3.4%,-3%,i,-1.4%,1.0%,-1.9%,Dengue-2 NS5 capping pilot replicate=0.6
CC(C)n1cnc2c(N(C)c3cccc(Cl)c3)nc(N(CCO)CCO)nc21,-0.2%,19%,x,x,x,-8%,i,0.2%,x,-0.5%,
O=C(CSc1ccc2nnc(-c3cccnc3)n2n1)c1ccccc1,0.1%,25%,7,-4,-1.1%,1%,i,-0.6%,x,-0.1%,
COc1cc(CCC(=O)OCC(=O)Nc2ccc(C)cc2Cl)cc(OC)c1OC,0.4%,2%,x,x,x,-4%,x,0.2%,x,1.2%,
COc1ccc(C(Nc2ccccn2)c2oc(CO)cc(=O)c2O)cc1 (stereo unspecified),0.7%[50 µM],9%,-7,-25,-2.6%,26%,i,-0.7%,-1.0%,2.3%,
COc1ccc(N2C(=O)CSC23C(=O)N2CCCc4cccc3c42)cc1 (stereo unspecified),-0.4%,-1%,-5,-15,-5.5%,4%,i,0.9%,-1.4%,1.4%,
CCOc1ccc2ccccc2c1/C=N/NC(=O)c1ccc(C)nc1,0.1%,11%,x,x,x,0%,x,-0.3%,x,7.7%,
O=C(CCC1CCCCC1)NCc1ccncc1,0.7%,28%,24,32,-1.8%,-1%,i,-0.8%,-1.7%,2.0%,
Cc1ccc(NC(=O)CN2CCc3cc4c(cc3C2)OCCCO4)cc1C,0.4%,9%,x,x,x,-10%,x,1.1%,x,4.2%,
CCn1c(COc2ccccc2C)nnc1SCc1nc2ccccc2c(=O)[nH]1,x,-1%,-5,0,-11%,x,i,0.1%,-1.1%,5.6%,
CCOc1ccc(NC(=O)c2ccc(CN3CCc4ccccc4C3)cc2)cc1,0.7%,23%,x,x,x,-6%,x,0.4%,x,1.9%,
NS(=O)(=O)c1ccc(NC(NC(=O)c2cccnc2)C(Cl)(Cl)Cl)cc1 (stereo unspecified),0.3%,27%,x,x,x,3%,x,0.4%,x,1.0%,
N/C(COc1cc(Cl)cc(Cl)c1)=N\O,0.1%,9%,x,x,x,-9%,i,-0.1%,x,0.7%,
O=C(CC1CCCCC1)OCn1nnc2ccccc2c1=O,4.5%,7%,2,-1,10%,5%,i,-0.3%,-0.2%,2.0%,
Cc1cccc(C)c1NC(=O)C(c1ccccc1)N1CCC1=O (stereo unspecified),0.6%,-1%,-11,-4,-2.4%,-2%,i,0.0%,2.7%,0.6%,
Cc1cc(C)c(-n2c(C)cc(/C=C3/NC(=O)NC3=O)c2C)c(C)c1,x,2%,12,10,0.2%,x,i,-0.4%,0.7%,2.8µM*,
Cc1ccc(S(=O)(=O)CC(=O)NC(C)c2ccccc2)cc1 (stereo unspecified),1.1%,0%,x,x,x,-2%,x,-0.4%,x,0.4%,
O=C(Nc1ccccc1C(=O)NC(Cc1ccccc1)C(=O)NC1CCCCC1)c1ccccc1 (stereo unspecified),0.7%,14%,5,6,-1.4%,6%,i,-0.5%,-1.3%,1.8%,
COc1ccc(-c2nc3n(c(=O)c2C#N)CCS3)c(OC)c1,0.4%[50 µM],1%,x,x,x,-3%,x,-0.5%,x,1.1%,
CN(Cc1ccccc1)S(=O)(=O)c1ccc(Cl)c(C(=O)O)c1,0.2%,2%,11,2,-4.9%,-1%,i,0.2%,-2.3%,-0.3%,
COc1ccc(/C=N/NC(=O)CNC(=O)c2ccc3c(c2)OCCO3)cc1OC,-0.2%,26%,-3,10,-22%,-10%,i,-0.3%,-2.8%,0.9%,
Cc1ccc(C2CC(c3ccccc3)=NN2c2ccccc2)o1 (stereo unspecified),0.3%,9%,54,22,-4.1%,-4%,i,-1.0%,-1.6%,12%,
CCN(CCN1CCCC1)C(=O)c1cc(COc2ccccc2SC)on1,0.1%,16%,x,x,x,-9%,x,-1.4%,x,0.4%,
CCOc1ccc(-c2nnn(CC(=O)NCCc3c[nH]c4ccccc34)n2)cc1,0.0%,4%,14,16,-0.4%,0%,i,-0.1%,6.3%,1.9%,
CCOc1ccc(OCC)c(C2C(C#N)=C(N)N(c3cccnc3)C3=C2C(=O)CC(C)(C)C3)c1 (stereo unspecified),-0.5%,21%,2,-8,-7.3%,-3%,i,-0.2%,0.1%,1.6%,
O=C(CSc1nnc(Cc2ccccc2)n1C1CCCCC1)N1CCOCC1,0.8%,-1%,-6,-3,-3.3%,-7%,i,-0.7%,x,-0.1%,
Cc1ccccc1-c1cn(-c2ccccc2)c(=S)[nH]1,0.2%,8%,x,x,x,-2%,x,-0.7%,x,0.8%,
Cc1nc2nc[nH]n2c(=O)c1NS(=O)(=O)c1ccc(C(C)(C)C)cc1,-2.6%,2%,-14,6,-6.3%,-1%,i,-0.1%,-1.1%,0.3%,

# Rows were taken by chance; overall some 2.2% were active at least once.
